# Screening results (PubChem BioAssay)
# Keap1 Nrf2 FP: Keap1-Nrf2 protein-protein interaction inhibitors, primary screen, biochemical, fluorescence polarization, single point | Kelch-like ECH-associated protein 1 (Homo sapiens), Q14145 | AID 504523, 2011 | hit rate 0.15% among 340,000 | Keap1 Kelch-Nrf2 peptide fluorescence polarization, 1536-well | inhibition, % at 9.4 µM; in the data active = inhibition above about 12%; inconclusive = no clear call, values can overlap the other calls; inactive = below about 7.3%;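 also: human Keap1 Kelch domain with fluorescein labeled Nrf2 9mer peptide probe; 0% = neutral control wells and 100% = peptide positive control; higher means more block of Keap1 binding to Nrf2 peptide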
# Mot1-301 SUMO: yeast Mot1-301 growth rescue at high temperature, primary screen, SUMOylation pathway inhibitor project, S. cerevisiae, ATP luminescence, 38.5C. S. cerevisiae Mot1-301 growth rescue; percent above DMSO median, 100 means doubled. growth rescue, % at 18.8 µM. hit rate 1% among 320,000. AID 2716, 2010;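 active = every valid replicate shows activation above 250% relative to neutral control wells; inactive = the rest, any valid replicate at or below 250%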;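 also: OY570 slx delta 5 strain wells were the positive control but not used for scaling; some compounds called inactive have numbers as strong as hits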
# Rtt109 Vps75: inhibitors of C. albicans Rtt109/Vps75 HAT, primary screen, biochemical, ThioGlo CoA-SH fluorescence, plate reader. purified Rtt109/Vps75, 4 h. inhibition, % at 34.9 µM. hit rate 0.16% among 330,000;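 active = inhibition of at least 50% in every replicate; inconclusive = best replicate reaches 50% inhibition but some replicates fall short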
# Target sequence (Q5AAJ8 whole entry, looked up): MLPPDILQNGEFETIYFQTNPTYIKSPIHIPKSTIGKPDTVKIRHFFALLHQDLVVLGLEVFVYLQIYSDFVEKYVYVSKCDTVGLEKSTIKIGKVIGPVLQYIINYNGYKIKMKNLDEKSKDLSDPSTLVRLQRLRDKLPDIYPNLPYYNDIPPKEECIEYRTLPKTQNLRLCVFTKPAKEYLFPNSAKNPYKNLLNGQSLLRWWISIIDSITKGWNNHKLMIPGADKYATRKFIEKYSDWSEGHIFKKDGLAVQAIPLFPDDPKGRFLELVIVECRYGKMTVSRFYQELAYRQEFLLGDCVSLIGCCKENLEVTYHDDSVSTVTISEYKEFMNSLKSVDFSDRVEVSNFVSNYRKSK
# CDK5 p35 inh: inhibitors of human CDK5/p35 kinase, primary screen, biochemical, single concentration. Cyclin-dependent kinase 5 (Homo sapiens) + Cyclin-dependent kinase 5 activator 1 (Homo …. hit rate 0.01% among 330,000. inhibition, % at 10 µM. AID 488839, 2010. Recombinant CDK5/p35, ADP-Glo luminescence, 60 min;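 active = highest replicate inhibition of at least 50% and at least 75% of replicates reaching 50%; inconclusive = only one of the two criteria met; inactive = both criteria failed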;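 also: plate controls were DMSO neutral control for no effect and GW8510 at 10 µM for full effect; many of its hits are not listed in these tables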
# Target sequence (Q00535 whole entry, looked up): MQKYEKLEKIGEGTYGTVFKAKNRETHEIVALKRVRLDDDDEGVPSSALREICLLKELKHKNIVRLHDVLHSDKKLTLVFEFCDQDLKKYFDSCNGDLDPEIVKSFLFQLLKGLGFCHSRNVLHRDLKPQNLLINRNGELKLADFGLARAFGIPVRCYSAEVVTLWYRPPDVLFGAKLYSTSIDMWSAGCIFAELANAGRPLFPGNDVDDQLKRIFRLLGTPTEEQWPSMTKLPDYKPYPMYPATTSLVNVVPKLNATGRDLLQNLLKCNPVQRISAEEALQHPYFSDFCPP
# Target sequence (Q15078 whole entry, looked up): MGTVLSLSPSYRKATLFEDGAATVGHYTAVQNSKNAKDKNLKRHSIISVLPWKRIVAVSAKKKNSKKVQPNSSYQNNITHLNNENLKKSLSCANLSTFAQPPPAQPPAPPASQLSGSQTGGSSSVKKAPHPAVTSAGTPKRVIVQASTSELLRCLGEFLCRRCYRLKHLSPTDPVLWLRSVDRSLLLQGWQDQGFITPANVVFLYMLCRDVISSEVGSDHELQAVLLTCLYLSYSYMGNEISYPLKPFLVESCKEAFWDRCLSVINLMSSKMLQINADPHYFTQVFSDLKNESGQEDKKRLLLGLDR
# PvdQ inh: P. aeruginosa PvdQ acylase inhibitors, primary screen, biochemical, fluorescence, plate reader and imaging, single point; purified PvdQ acylase; inhibition, % at 10 µM; hit rate 0.063% among 340,000; PvdQ acylase [Pseudomonas aeruginosa LESB58]; AID 488965, 2010; in the data active = inhibition above about 30%, passing the limit was not always enough; inconclusive = no clear call, values can overlap the other calls;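 also: 0% = vehicle neutral wells and 100% = reference inhibitor wells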
# cardiac RTF act: cardiac RTF calcium sensitivity activators, primary screen, biochemical, IANBD-TnC fluorescence, EC20 calcium; AID 493008, 2010; Troponin I, cardiac muscle (Homo sapiens) + Troponin T, cardiac muscle (Homo sapiens) + …; hit rate 0.24% among 340,000; activation, % at 7.2 µM; IANBD-labeled TnC RTF fluorescence at EC20 calcium; 0% EC20 calcium, 100% full calcium;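 active = activation above the mean over all tested compounds plus 3 SD, cut at about 30% in these data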;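 also: rise in fluorescence read as greater calcium sensitivity of cardiac thin filaments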
# RTF Ca sens inh: cardiac RTF calcium sensitivity inhibitors, primary screen, biochemical, IANBD-TnC fluorescence, EC70 calcium. Troponin I, cardiac muscle (Homo sapiens) + Troponin T, cardiac muscle (Homo sapiens) + …. IANBD-labeled cardiac RTF, Ca2+ fluorescence. inhibition, % at 7.15 µM. hit rate 0.12% among 340,000;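 active = inhibition above the mean inhibition of all tested compounds plus 3 SD, cut at about 17% in these data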;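 also: assay run at fixed EC70 calcium of 1.6 mM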
# dFosB act: activators of delta FosB homodimer, primary screen, biochemical, fluorescence polarization, TAMRA-CDK5 oligo, single point. activation, % at 25 µM. purified delta FosB; percent of positive-control signal above neutral wells. Protein FosB (Mus musculus), P13346. AID 493131, 2011. hit rate 0.99% among 340,000;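 active = mean activation above about 17%, with every replicate also reaching it, limit read from the data, passing the limit was not always enough; inconclusive = only one of the two conditions met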;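 also: fluorescence polarization rise as delta FosB binds a TAMRA Cdk5 AP-1 oligo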
# NSD2 inh: NSD2 histone methyltransferase inhibitors, primary screen, biochemical, AlphaScreen, single concentration, set 2; Histone-lysine N-methyltransferase NSD2 (Homo sapiens), O96028; NSD2 peptide methylation, 120 min; inhibition, % at 12.5 µM; hit rate 0.54% among 310,000; AID 743445, 2014; in the data active = inhibition above about 50%
# LANA DNA inh: inhibitors of KSHV C-LANA binding to DNA, primary screen, biochemical, fluorescence polarization, FAM-LBS DNA, MBP-C-LANA, single point. Kaposi's sarcoma herpesvirus LANA C-terminal domain (residues 932-1162) DNA binding. inhibition, % at 9 µM. hit rate 0.078% among 340,000. AID 504423, 2011;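 active = highest replicate inhibition at or above 60% at 9 µM, even if other replicates fall short; inactive = all replicates below 60% inhibition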;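 also: 0% = neutral control wells and 100% = 4 µM acridine orange control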
# PfHsp90 yeast 2: growth inhibition of PfHsp90-expressing yeast, primary screen, antimalarial PfHsp90 inhibitor project, S. cerevisiae, BacTiter-Glo luminescence, single point, set 2 | BacTiter-Glo ATP, 48 h; yeast lacking PDR1 and PDR3 efflux regulators | inhibition, % at 9.4 µM | hit rate 0.32% among 310,000 | AID 504621, 2011;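 active = every replicate shows inhibition above about 80%, whatever the replicate mean, limit read from the data; inconclusive = mean inhibition reaches the set limit but some replicate falls short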;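 also: 0% = DMSO neutral controls and 100% = 20 µM radicicol positive controls; yeast relying on Plasmodium falciparum Hsp90 in place of its own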
# The depositor's hits bear a star; ? = inconclusive; . = no result given.
SMILES,Keap1 Nrf2 FP,Mot1-301 SUMO,cardiac RTF act,LANA DNA inh,NSD2 inh,dFosB act,PvdQ inh,RTF Ca sens inh,PfHsp90 yeast 2,Rtt109 Vps75,CDK5 p35 inh
CC(Sc1nnc(NC(=O)c2cc3ccccc3oc2=O)s1)c1ccccc1 (stereo not given),-6,11,-3,0.4,.,-7,-11,-2,-6,-7,-2.6
Cc1onc(-c2ccccc2)c1C(=O)NC(=S)NNC(=O)c1ccco1,-1,-11,.,-0.3,-1,-13,2,.,17,23,-1.1
CCOC(=O)Cc1csc(/N=C/c2c(O)n(-c3ccc(C)cc3C)c(=O)c3ccccc23)n1,-1,-14,-11,2.5,-2,2,-4,-1,-7,-3,-0.2
CCOC(=O)C1CCN(c2nc(-c3ccc(C)cc3)nc3ccccc23)CC1,-3,34,-2,2.0,-6,-10,-17,-2,-1,3,-0.5
CSc1cccc(CN2CCC(CCC(=O)NC3CC3)CC2)c1,2,334,1,0.3,-1,-1,16,4,-8,10,2.8
CCc1ccccc1OCCCN1CCCC1,-7,8,-3,-2.4,5,-5,12,3,-13,-2,2.5
Nn1c(SCc2cc([N+](=O)[O-])cc3c2OCOC3)nnc1-c1ccccn1,7,531*,0,0.6,.,5,-11,-9,-16,-4,-0.2
COc1cccc(-c2c(NC(=O)c3ccco3)n(-c3ccc(C)cc3)nc(C)c2=O)c1,-7,11,0,0.8,-1,-6,15,6,4,-2,1.2
O=C(NNS(=O)(=O)c1ccccc1)c1ccncc1,-2,-24,5,-0.2,-1,-1,-11,-9,-13,-2,-1.0
CCOC(=O)C(NC(=O)CC)(Nc1ccc(S(=O)(=O)Nc2onc(C)c2C)cc1)C(F)(F)F (stereo not given),-4,-7,-5,-6.2,-5,-1,-12,0,-5,-18,0.6
CCCCN(C)CCCNC(=O)c1cn(CC)c2ccc(S(=O)(=O)N3CCOCC3)cc2c1=O,1,-19,-3,0.2,5,-8,-2,2,6,1,0.6
NC(=O)Cc1ccc(C(=O)c2ccc(Cl)cc2)s1,-5,-26,0,0.3,-2,-11,-12,7,3,1,-1.3
CNc1nc2[nH]c(=O)c3c(c2s1)OC(N)=C(C#N)C3c1cccc(F)c1 (stereo not given),-3,-19,1,4.0,.,-2,-7,-4,-21,-3,-1.6
Cc1ccc(NC(=O)CN(C)Cc2nc3ccccc3c(=O)[nH]2)c(Br)c1,-1,-2,-4,0.9,0,-4,0,-3,-10,1,-0.6
O=C(NCCCN1CCCC1=O)c1cccc(S(=O)(=O)Nc2ccccc2Cl)c1,-6,-1,-2,-1.7,-1,-3,-10,-2,10,1,-2.0
O=C(COC(=O)c1cncc(Br)c1)NCC12CC3CC(CC(C3)C1)C2,-2,.,-13,0.2,1,-4,15,-10,2,-10,1.7
CCOc1cc(C(=O)Nc2ccc3c4c(cccc24)C(=O)N3CC)cc(OCC)c1OCC,-13,0,5,3.2,18,24*,-4,-5,-35,1,2.5
O=C(Nc1ccc(S(=O)(=O)Nc2ccccc2)cc1)C1CC1,-4,7,-4,1.6,-1,-3,-10,-6,-9,5,-1.1
N=C1C(=O)OCC1c1ccccc1NC(=O)Nc1ccccc1 (stereo not given),-2,.,-4,-1.3,0,5,6,7,13,5,-0.2
CNC(=O)c1ncoc1-c1ccc(Cl)cc1,-4,3,3,-1.3,-1,-2,-4,4,-11,-3,-0.9
Cc1cc(C)n(CC(=O)N2N=C(C(F)F)CC2(O)C(F)F)n1 (stereo not given),-4,1,1,0.0,-3,-2,-9,-11,-5,-19,0.6
O=C(O)CC1C(=O)NCCN1Cc1ccc(F)c(F)c1 (stereo not given),2,-4,1,0.7,.,8,-2,-5,-8,1,-2.4
CCN(Cc1ccccc1)S(=O)(=O)c1ccc(C(=O)Nc2nnc(C)o2)cc1,2,136,7,-0.4,0,-9,-16,-1,.,-4,-2.6
CN1CCc2c(sc3c2C(=O)NC(c2ccc4c(c2)OCO4)N3)C1 (stereo not given),-5,213,2,-0.3,13,-2,4,-3,-18,3,0.1

# Arranged by heavy-atom count (smallest number first): some entries from above
SMILES,Keap1 Nrf2 FP,Mot1-301 SUMO,cardiac RTF act,LANA DNA inh,NSD2 inh,dFosB act,PvdQ inh,RTF Ca sens inh,PfHsp90 yeast 2,Rtt109 Vps75,CDK5 p35 inh
Cc1cc(C)n(CC(=O)N2N=C(C(F)F)CC2(O)C(F)F)n1 (stereo not given),-4,1,1,0.0,-3,-2,-9,-11,-5,-19,0.6
CNc1nc2[nH]c(=O)c3c(c2s1)OC(N)=C(C#N)C3c1cccc(F)c1 (stereo not given),-3,-19,1,4.0,.,-2,-7,-4,-21,-3,-1.6
CCN(Cc1ccccc1)S(=O)(=O)c1ccc(C(=O)Nc2nnc(C)o2)cc1,2,136,7,-0.4,0,-9,-16,-1,.,-4,-2.6

# Single values from the entries so far:
# Result for CN1CCc2c(sc3c2C(=O)NC(c2ccc4c(c2)OCO4)N3)C1 (stereo not given) in cardiac RTF act: 2
# Result for Cc1ccc(NC(=O)CN(C)Cc2nc3ccccc3c(=O)[nH]2)c(Br)c1 in RTF Ca sens inh: -3

# The list goes on.
SMILES,Keap1 Nrf2 FP,Mot1-301 SUMO,cardiac RTF act,LANA DNA inh,NSD2 inh,dFosB act,PvdQ inh,RTF Ca sens inh,PfHsp90 yeast 2,Rtt109 Vps75,CDK5 p35 inh
CN(Cc1ccccc1)C(=O)COC(=O)c1ccc(-n2cnnn2)cc1,6,.,0,0.3,0,3,-8,-2,0,-2,1.4
C/C=C/c1ccc(OCCCNC)c(OC)c1,3,-2,2,0.1,41,-11,-9,1,.,10,-0.4
O=C(NC(=S)Nc1ccc(Cl)c(C(=O)O)c1)c1cncc(Br)c1,0,-21,-6,1.0,-3,-9,3,-6,9,2,-0.5
COc1ccc(CNC(=O)CCNS(=O)(=O)c2ccc(Cl)cc2)cc1,0,-2,3,0.6,-2,4,-5,-7,4,-1,0.4
COc1cc(/C=N/NC(=O)Nc2ccccc2)ccc1OCCOc1ccccc1C,-1,5,1,-0.8,-6,?,-4,1,-15,-1,1.3
COc1cccc(/C=N/NC(=O)c2cc(-c3cccn3C)n[nH]2)c1O,-3,-12,-1,0.2,3,-9,3,5,-20,.,-0.2
COc1ccc(-c2nc3ccccc3c(=O)n2-c2c(C)n(C)n(-c3ccccc3)c2=O)cc1,-1,559,3,-1.6,-2,-1,5,0,14,-3,1.6
O=C(Nc1ccccc1)c1cc([N+](=O)[O-])ccc1Cl,-5,4,0,-0.7,.,7,2,6,-6,-3,-3.2
O=C(Cn1ncc(Cl)c(Cl)c1=O)c1ccc(Cl)cc1,-5,-26,-1,-1.8,-3,10,-6,-3,-20,-2,0.3
CC12CS(=O)(=O)CC1SC(=S)N2c1ccccn1 (stereo not given),0,20,1,-2.3,-1,-15,-7,-4,-3,-3,-0.8
O=C(CSc1nccn(-c2ccc(F)c(Cl)c2)c1=O)NC1CCCC1,-5,75,-1,0.8,-2,1,-6,-48,9,-79,0.9
C=CCC(c1ccccc1)N(C(C)=O)c1ccco1 (stereo not given),-2,-15,-2,0.7,-4,3,0,-5,-3,0,-0.2
Cc1ccc(NC(=O)C(Cc2ccccc2)n2cccc2)cc1 (stereo not given),1,357,-2,-0.9,-2,-9,-2,-2,-13,3,0.2
Cc1ccccc1-n1c(SCc2c(C)noc2C)nnc1-c1ccncc1,-6,-2,-3,0.8,11,-4,4,-6,6,8,-0.7
CCC(=O)c1ccc(OCC(=O)N2CCN(c3ccccn3)CC2)cc1,2,-6,4,-2.0,-2,4,3,10,-16,6,1.0
CSc1ccc(CN(C)C(=O)c2cccc(S(=O)(=O)NCc3ccccc3)c2)cc1,-1,-6,-1,1.3,3,-11,-14,-6,-1,8,-0.2
O=C1C=C(c2cccc3c2oc2ccccc23)C[C@@H](c2ccc(F)cc2)C1,0,0,-11,1.8,.,0,4,-8,.,-3,2.3
COc1ccc(CN2C(=O)/C(=C/c3ccncc3)SC2=S)cc1,-3,23,-5,0.2,1,5,4,3,-7,6,-0.4
COc1ccc(N(CC(=O)NN=C2CCN(C)CC2)S(=O)(=O)c2ccccc2)c(OC)c1,-2,-28,-2,-2.3,-2,-6,-9,-9,1,12,0.0
Cc1cc(/C=N/n2cnnc2)c(C)n1-c1cc(Cl)ccc1Cl,5,29,6,-2.6,15,-7,-10,-4,-57,7,0.4
Cc1ccccc1S(=O)(=O)Cc1ccc(C(=O)NC(C)c2ccc3c(c2)OCCO3)o1 (stereo not given),-1,19,-2,-0.6,.,1,-2,-4,-8,7,0.3
O=C(NN1CCOCC1)c1ccco1,2,-4,-1,-1.4,-2,4,-12,-7,5,-9,0.7
COc1ccc(N)cc1-n1cnnn1,-1,-13,5,0.4,-3,-4,-9,0,-19,-1,-1.2
CCCCCCNC(=O)c1c(O)c2ccccc2[nH]c1=O,-4,.,12,-0.4,-2,-4,-17,-7,-18,3,2.9

# Ordered by value in cardiac RTF act (smallest number first): 3 from the list above.
compound | Keap1 Nrf2 FP | Mot1-301 SUMO | cardiac RTF act | LANA DNA inh | NSD2 inh | dFosB act | PvdQ inh | RTF Ca sens inh | Rtt109 Vps75 | CDK5 p35 inh
O=C1C=C(c2cccc3c2oc2ccccc23)C[C@@H](c2ccc(F)cc2)C1 | 0 | 0 | -11 | 1.8 | . | 0 | 4 | -8 | -3 | 2.3
Cc1ccccc1S(=O)(=O)Cc1ccc(C(=O)NC(C)c2ccc3c(c2)OCCO3)o1 (stereo not given) | -1 | 19 | -2 | -0.6 | . | 1 | -2 | -4 | 7 | 0.3
CCC(=O)c1ccc(OCC(=O)N2CCN(c3ccccn3)CC2)cc1 | 2 | -6 | 4 | -2.0 | -2 | 4 | 3 | 10 | 6 | 1.0

# An unsorted share of the library; 3.2% or so of the library scored in one or more.
